Source: PubChem
D2 antag = HTS Assay for Allosteric Antagonists of the Human D2 Dopamine Receptor: Primary Screen for Antagonists; AID 485344, 2010; actives 2% (n = 340,000); inhibition, % at 10 µM; HEK293 TREx D2 cells, calcium flux, dopamine EC80; in the data active = inhibition above about 30%; note: 0% is about no effect
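In this primary screen, negative modulation is detected by tracking calcium flux after an EC80 dopamine challenge in inducible HEK293 T-REx D2 cells preexposed to test compound for 180 s.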
ERG Ets-DNA blk = qHTS for Small Molecule Inhibitors of the ERG Ets/DNA interaction. fluorescence polarization, His-ERG Ets domain / labelled DNA. actives 0.028% (n = 370,000). AID 624246, 2012. Transcriptional regulator ERG (Homo sapiens), P11308. Potency, µM (top dose mostly 76.9 µM), without a hit: at the top dose FP activity, negative = inhibition, actives largely listed as inhibitors; active = well fitted inhibition curve with a large enough effect in the polarisation, with a control signal flat; inconclusive = small, poorly fitted or top-dose-only effect, or effect the other way, or a change in a side signal; inactive = no such curve, though single readings can be large or run the other way; the % refers to the polarisation;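 note: polarization taken with two DNA probes labelled with fluorescein and Texas red; potency is the fitted concentration of half-maximal effect; % of control where 0% means no effect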
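His-tagged ERG Ets domain (1 uM in the protein solution; 300mM KCl, 50mM Tris-HCl, 1mM EDTA, 1mM DTT, pH 7.5) received compound, then a probe mix of 5 nM fluorescein-DNA and 100nM Texas-615-DNA. Fluorescence polarization was read for both dyes.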
Vif-APOBEC3G blk = qHTS for Inhibitors of Vif-A3G Interactions: qHTS. HeLa A3G-eYFP + Vif (tagged APOBEC3G with the HIV-1 protein that degrades it), YFP fluorescence, overnight. Potency, µM (highest dose often 46.1 µM), for the others: at the top dose activity, negative = active, usual class: inhibitors. actives 0.076% (n = 410,000). AID 602310, 2012;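 note: potency is the fitted concentration of half-maximal effect; % is set by controls: 0 for no effect and ±100 for the full control effect; nearly all actives have a fitted effect of over 60% in size; hits raise eYFP signal because A3G escapes Vif-driven loss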
Target sequence (Q9HC16 whole entry, looked up): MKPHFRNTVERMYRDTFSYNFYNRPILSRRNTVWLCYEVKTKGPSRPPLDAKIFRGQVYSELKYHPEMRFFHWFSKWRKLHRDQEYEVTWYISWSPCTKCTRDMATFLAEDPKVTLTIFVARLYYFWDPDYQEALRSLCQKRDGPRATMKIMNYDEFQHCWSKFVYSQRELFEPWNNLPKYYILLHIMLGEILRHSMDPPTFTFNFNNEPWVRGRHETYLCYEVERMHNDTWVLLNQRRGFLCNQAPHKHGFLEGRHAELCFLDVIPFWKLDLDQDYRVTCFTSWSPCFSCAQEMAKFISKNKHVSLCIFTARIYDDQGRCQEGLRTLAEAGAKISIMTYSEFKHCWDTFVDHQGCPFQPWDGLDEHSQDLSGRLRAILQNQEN
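HeLa cells stably expressing Vif and C-terminally eYFP-tagged A3G, seeded overnight at 37 deg C, then exposed to compound by pintool overnight at 37 deg C. Rise in yellow fluorescence (Ex 488/Em 500-530, Acumen) marks blocked Vif-driven A3G degradation.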
D2 agonist = HTS Assay for Allosteric Agonists of the Human D2 Dopamine Receptor: Primary Screen for Agonists; HEK293 T-REx D2 cells, calcium flux agonist mode; activation, % at 2 µM; AID 485358, 2010; actives 0.53% (n = 340,000); D(2) dopamine receptor (Homo sapiens), P14416;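 active = activation over 3 SD above normal in the single-dose calcium agonist read, cut at about 30% in these data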; note: 0% is about no effect
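HEK293 Trex D2 cells, tetracycline-induced, o/n 30 C 5% CO2; no-wash Ca dye, RT 30–90 min; 10-cycle baseline, 23 nl cpd added, kinetic Ca read 180 s; agonist hits = positive Ca response.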
RGS4 inhibitor = Inhibitors of Regulator of G Protein Signaling (RGS) 4: qHTS; Regulator of G-protein signaling 4 (Homo sapiens), P49798; Transcreener GDP fluorescence polarization, RGS4-accelerated GTP hydrolysis; Potency, µM (doses to about 114 µM), for the others: top-dose activity change, negative = inhibition, actives largely listed as inhibitors; actives 0.039% (n = 390,000); note: potency is the fitted concentration of half-maximal effect; % is set by controls: 0 for no effect and ±100 for the full control effect; nearly all actives have a fitted effect of over 75% in size; some results filed as inactive show a strong effect at the top dose
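MLSMR compounds (23 nl, pin-transferred) preincubated 10 min at room temperature with a 500nM (2x) first reagent, then RGS4 at 900nM (2x) plus Transcreener GDP mix added; fluorescence polarization (620/688 nm) read before and after 90 min at 30 °C.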
Vif-A3F inh = qHTS for Inhibitors of Vif-A3F Interactions: qHTS; HeLa A3F-eYFP + Vif (tagged APOBEC3F with the HIV-1 protein that degrades it), YFP fluorescence increase; Potency, µM (titrated, usually from 46.1 µM), inactives show top-dose activity, negative = active; actives 0.2% (n = 390,000); AID 602313, 2012; note: potency is the fitted concentration of half-maximal effect; % of control where 0% means no effect; nearly all actives have a fitted effect of over 65% in size
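Fluorescence increase (Ex 488/Em 500-530) after overnight compound treatment at 37 deg C flags inhibition of Vif-driven A3F-eYFP loss in stable HeLa A3F-eYFP/Vif cells seeded overnight beforehand.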
ALOX12 inh = Primary qHTS assay for inhibitors of human arachidonate 12S-lipoxygenase (ALOX12): Round 2. Polyunsaturated fatty acid lipoxygenase ALOX12 (Homo sapiens), P18054. purified 12hLO, xylenol orange hydroperoxide absorbance. Potency, µM (titrated, usually from 108 µM), without a hit: at the highest dose activity change, negative = inhibition, actives largely listed as inhibitors. actives 1.1% (n = 580,000); note: potency is the fitted concentration of half-maximal effect; % is set by controls: 0 for no effect and ±100 for the full control effect
Target sequence (P18054 whole entry, looked up): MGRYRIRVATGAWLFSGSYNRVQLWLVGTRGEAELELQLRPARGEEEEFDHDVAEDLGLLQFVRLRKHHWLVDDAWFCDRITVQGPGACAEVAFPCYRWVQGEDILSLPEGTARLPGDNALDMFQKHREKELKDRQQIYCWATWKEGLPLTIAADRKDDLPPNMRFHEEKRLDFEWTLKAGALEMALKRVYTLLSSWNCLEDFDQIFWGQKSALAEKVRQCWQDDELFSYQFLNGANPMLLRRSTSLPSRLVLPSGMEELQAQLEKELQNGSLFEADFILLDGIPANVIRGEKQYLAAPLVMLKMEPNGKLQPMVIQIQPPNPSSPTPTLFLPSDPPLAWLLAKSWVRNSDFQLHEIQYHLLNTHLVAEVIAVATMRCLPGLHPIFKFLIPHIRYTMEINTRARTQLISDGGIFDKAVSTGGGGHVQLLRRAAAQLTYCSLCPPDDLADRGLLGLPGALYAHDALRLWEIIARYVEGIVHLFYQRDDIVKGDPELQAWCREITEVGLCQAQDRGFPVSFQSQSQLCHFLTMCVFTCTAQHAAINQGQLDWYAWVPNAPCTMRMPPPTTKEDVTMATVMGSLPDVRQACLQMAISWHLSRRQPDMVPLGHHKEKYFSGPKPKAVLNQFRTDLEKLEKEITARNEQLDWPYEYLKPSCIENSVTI
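Purified human 12hLO (150 nM final) in 25 mM Hepes, 0.01% Triton X-100, pH 7.0 was preincubated 15 min at room temperature with compound. Then 40 uM arachidonic acid was added, 30 min. Hydroperoxide was read by Fe-XO absorbance ratio 573/405 nm.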
LDHA block = qHTS assay for inhibitors of human lactate dehydrogenase. actives 0.15% (n = 480,000). AID 1347041, 2019. L-lactate dehydrogenase A chain (Homo sapiens), P00338. purified LDHA, NADH/diaphorase-resazurin fluorescence; stronger effect = lower value. activity change, % (values are at about 110 or 230 µM); in the data active = activity change below about -30%; inconclusive = mostly about -25% to -30%;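 note: plate controls were DMSO wells for no effect and wells without enzyme for full effect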
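Remaining NADH was detected by diaphorase (0.133 mg/mL) converting 37 µM resazurin to fluorescent resorufin, read at 0 and 20 minutes. The preceding 5-minute room-temperature reaction used 2 nM LDHA, 0.2 mM sodium pyruvate and 0.06 mM NADH at pH 7.4.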
Glioma ERSR ind = qHTS for Inducers of the Endoplasmic Reticulum Stress Response (ERSR) in Human Glioma: qHTS; U87-MG GRP78 promoter luciferase reporter, 16 h; actives 0.02% (n = 420,000); Potency, µM, for inactives: at the top dose activation, most hits filed as activators; AID 602332, 2012; note: potency is the fitted concentration of half-maximal effect; series mostly up to about 76 µM; % of control where 0% means no effect; nearly all actives have a fitted effect of over 35% in size
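Stably transfected U87-MG glioma cells carrying a GRP78-based luciferase sensor; 16 h compound incubation. Luminescence end-point read 10 min after Bright-Glo addition at room temperature.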
Numbers without * were called inactive; i = inactive; ? = inconclusive; . = no result given; & = joins results of further samples; [ ] = dose if it differs, or a comment. Unless noted, calls come from the whole dose curve; as a rule, active = well fitted curve in the direction sought with a large enough effect; inconclusive = small, poorly fitted or top-dose-only effect, or another doubt; inactive = no such curve, though single readings can be large; an effect the other way counts as inactive or inconclusive.

Values run as follows: D2 antag	ERG Ets-DNA blk	Vif-APOBEC3G blk	D2 agonist	RGS4 inhibitor	Vif-A3F inh	ALOX12 inh	LDHA block	Glioma ERSR ind
1	O=C1N=c2ccccc2=C1c1c(O)n(-c2cccc(F)c2)[nH]c1=O
 : 2	3%	0%	-0.6	-45%	3%	?	14	-1%
2	CC1(C(=O)NS(=O)(=O)c2ccc(Cl)cc2)CCN1C(=O)COc1ccc(Cl)cc1 (stereo not drawn)
 : .	.	-2%	.	.	.	-30%	-11	-4%
3	CCN(CC)C(=O)c1cccc(NC(=O)C2=COCCO2)c1
 : -9	-1%	1%	0.2	5%	-11%	-14%	-6	-1%
4	CCOC(=O)c1cc(NC(=O)Nc2ccccc2Cl)c(C)nc1C
 : -5	3%	-3%	-0.4	-25%	5%	-26%	-8	0%
5	CC(C)CCn1c(=O)c2c(nc3n2CCCN3Cc2ccccc2)n(C)c1=O
 : -20	-4%	-4%	0.0	-9%	0%	0%	-1	-4%
6	O=C(NCC(c1ccco1)N1CCCC1)c1ccccc1Sc1ccc(C(F)(F)F)cc1[N+](=O)[O-] (stereo not drawn)
 : -5	-1%	0%	-0.1	0%	-1%	?	-2	-4%
7	COc1ccc(C/C(N)=N/n2cnnc2)cc1Cl
 : 1	-10%	0%	0.7	8%	-3%	-20%	-4	-1%
8	CCOC(=O)CNc1nc(Oc2ccc(=O)n(C)n2)nc(N(CC)CC)n1
 : -4	-15%&1%	0%&0%	3.1&-0.2	-4%[11.4 µM]	6%&1%	-14%&-12%	-8&-1	-3%&0%
9	COc1ccc(CCNS(=O)(=O)c2ccc(Br)s2)cc1
 : -8	1%	5%	-0.5	18%	3%	-6%	-2	5%
10	CC(C)(C)c1cc(NS(=O)(=O)c2ccc3c(c2)OCCO3)on1
 : 0	4%	2%	0.9	2%	0%	?	-5	0%
11	O=C(C1CCCO1)N1CCC(O)(c2ccccc2)CC1 (stereo not drawn)
 : 4	0%	1%	0.5	33%	2%	22%	-1	-3%
12	Cc1[nH]c2ccccc2c1C(=O)C(=O)N(C)C1CCCCC1
 : -11	-5%	1%	2.3	11%	-4%	0%	-7	-2%
13	Cc1ccc(NC(=O)COC(=O)COc2cccc3c2OC(C)(C)C3)cc1S(=O)(=O)N1CCOCC1
 : 3	5%	-1%	-0.1	1%	-6%	-18%	-4	-2%
14	CCOC(=O)C1CCN(C(=S)Nc2cc(C)ccc2C)CC1
 : .	-3%	-7%	.	-28%	3%	7%	-8	-1%
15	CCc1sc(-c2ccccc2)nc1C(=O)OC
 : 16	-6%	2%	0.1	20%	10%	8%	-2	-1%
16	Cc1nnc(SCC(=O)Nc2ncc3c(n2)CC(c2ccccc2)CC3=O)s1 (stereo not drawn)
 : 3	9%	1%	0.2	11%	-13%	-4%	-1	-6%
17	Cc1ccc(NC(=O)Cn2nnc(-c3ccccc3-n3cnnn3)n2)c(C)c1
 : .	-22%	0%	.	-11%	-6%	?	-6	4%
18	C[C@H](CO)N1C[C@H](C)[C@H](CN(C)C(=O)Nc2cccc(C(F)(F)F)c2)OCc2cnnn2CCCC1=O
 : .	.	3%	.	.	-4%	-2%	1	-3%
19	CCCOc1ccc(C(=O)ON=C2CCN(C)CC2)cc1
 : -11	12%	0%	0.0	6%[11.4 µM]	1%	4%	-1	-2%
20	CC(C)(C)C(=O)C(Cl)C(=O)Nc1ccccc1 (stereo not drawn)
 : 18	-6%	-6%	0.5	-37%	11%	-9%	-5	?
21	CC(=O)c1csc(COc2ccc(Cl)cc2)n1
 : 10	7%	1%	0.3	28%	-1%	-4%	-4	4%
22	Cc1ccc2c(c1)CC(C)N2S(=O)(=O)c1nnc(NC(=O)c2ccccc2F)s1 (stereo not drawn)
 : .	2%	-3%	-0.2	11%	-4%	-16%	0	-2%
23	COc1ccc2cc(C(=O)C3CCCN(C(=O)C4=NN(C)C(=O)CC4)C3)ccc2c1 (stereo not drawn)
 : .	-4%	3%	.	-12%	5%	1%	0	11%
24	COC(=O)C1=C(C)NC(=S)NC1c1ccc(OCC(=O)N2CCCCC2)c(OC)c1 (stereo not drawn)
 : -5	-7%	2%	-0.6	-32%	4%	-15%	-7	-4%
25	Cc1cc(C(F)(F)F)nn1CC(=O)NNC(=S)Nc1ccc(F)cc1
 : 6	9%	1%	0.1	-43%	0%	9%	0	-3%
26	Clc1cc(Cl)c(Cl)cc1Cl
 : 6	-6%	-2%	0.0	-11%	3%	-9%	-2	-3%
27	Cc1cc(-c2c(C)n([O-])c(C)c(C)[n+]2=O)ccc1F
 : 6	-1%	-5%	-0.5	-8%[56.9 µM]	6%	0%&-3%	-3&10	-7%
28	CC(/C=N/Nc1nc(C)cc(C)n1)=C\c1ccc(C(C)C)cc1
 : 0	1%	-1%	0.7	5%	-7%	0%	-1	-2%
29	CCOCCOCN(C#N)c1nc(OC)nc(N(C)C)n1
 : 14	-1%	0%	-0.1	1%	-1%	0%	-12	-3%
30	Cc1ccc(Cl)cc1NC(=O)CON=C(N)c1ccccc1
 : -7	-9%	0%	-0.4	14%	-14%	-22%	-4	0%

Next part:
Values run as follows: D2 antag	ERG Ets-DNA blk	Vif-APOBEC3G blk	D2 agonist	RGS4 inhibitor	Vif-A3F inh	ALOX12 inh	LDHA block	Glioma ERSR ind
31	CCc1nnc(NC(=O)CCC(=O)N2CCN(Cc3ccc(C)cc3C)CC2)s1
 : 15	-4%	4%	0.2	0%	2%	-2%	1	1%
32	N#CC1=C(N)Oc2n[nH]c(-c3ccccc3)c2C1c1ccncc1 (stereo not drawn)
 : -24	2%	2%	-0.3	-27%	1%	?	-1	-4%
33	CCOC(=O)C1=C(C)NC(C)=C(C(=O)OCC)C1C(=O)OCC(=O)N1CCC(C)CC1
 : 2	-10%&5%	0%&2%	-0.6	16%&0%	-1%&1%	-6%&10%	-5&-3	-2%&-3%
34	COc1ccc(NC(=O)NC2CCN(C(C)C)CC2)c(OC)c1
 : -9	2%	0%	0.0	-29%	0%	-25%	4	-4%
35	CCOc1ccccc1-c1noc(CCCC(=O)Nc2cccc(C(F)(F)F)c2)n1
 : .	8%	1%	.	14%	0%	-25%	4	-2%
36	Cc1cccc(NC(=O)NNC(=O)COc2ccc([N+](=O)[O-])cc2)c1C
 : -3	16%	2%	-0.4	-43%	2%	i	0	-5%
37	COCCNC(=O)CSCc1cc(C)cc(C)c1
 : 12	-1%	1%	0.6	8%	6%	7%	-4	-4%
38	CCCCC(=O)OCC(=O)Nc1ccc(OC(F)F)cc1
 : -5	-3%	-2%	-2.1	-40%	.	-25%	-2	0%
39	CN(C)CCCN(C(=O)CCc1ccccc1)c1nc2ccc(Cl)cc2s1
 : 3	5%	-15%	3.8	6%	-6%	?	-1	-9%
40	Cc1[nH]c2ccccc2c1C(=O)COC(=O)Cn1c(C(F)(F)F)nc2ccccc21
 : 3	1%	-10%	4.0	-36%	-9%	0%	-11	-2%
41	CCc1ccc(-n2c(=O)c3c4c(sc3n(Cc3cc(=O)n5c(C)cccc5n3)c2=O)CCC4)cc1
 : .	-1%	0%	0.1	-6%	-3%	-30%	-3	-4%
42	Cc1noc(C)c1COc1ccccc1C(=O)NNC(=O)c1ccccc1
 : .	-22%	-1%	.	0%	2%	-8%	-1	2%
43	CC(C)(C)[C@H]1COC(=O)[C@H](NC(=O)OCC2c3ccccc3-c3ccccc32)C/C=C\C[C@@H](CC(=O)N[C@H](CO)Cc2ccccc2)C(=O)N1
 : .	-14%	0%	.	26%	3%	-13%	-6	-2%
44	Cc1ccc(Oc2ccc(NC(=O)Cn3ccsc3=N)cc2)cc1
 : 10	-1%	-7%	14	-10%	-10%	24%	-6	-1%
45	Cc1ccccc1S(=O)(=O)/N=C(/Nc1nc2ccccc2s1)c1ccccc1
 : .	1%	-7%	.	-3%	2%	-7%	-12	5%
46	CCOc1ccc(-n2cc(C(=O)Nc3ccc(Cl)cn3)c3cc(OC)c(OC)cc3c2=O)cc1
 : 8	-7%	-15%	-0.7	2%	?	0%	-5	-4%
47	O=C(CSc1cc(Cl)ccc1Cl)NCC(=O)Nc1ccc(F)c(F)c1F
 : -5	2%	0%	-1.2	-23%	-22%	?	-14	-3%
48	c1ccc(SCc2nc(-c3ccncc3)n[nH]2)nc1
 : 9	-1%	1%	0.1	29%	21%	-7%	-8	6%
49	Cc1cccn2c(=O)c(C(=O)NCCc3ccc(Cl)cc3)cnc12
 : .	1%	-2%	0.7	9%	-4%	-23%	-1	-1%
50	COC(=O)c1ccc(NC(=O)c2cccc(NC(=O)c3ccccc3)c2)cc1
 : 3	5%	1%	0.3	2%	9%	15%	-4	3%
51	Cc1ccsc1/C=N/n1c(C2CCCCC2)n[nH]c1=S
 : 13	-1%	1%	-1.6	-14%	-2%	?	-9	-3%

The list is partial (hit frequency here may not be typical).
